# GPR7 antag: GPR7 receptor antagonists, primary screen, cell-based, fluorescence, single concentration; actives 1.1% (n = 290,000); inhibition, % at 4.4 µM; GPR7-expressing cells, fluorescence antagonist assay; in the data active = inhibition above about 16%, passing the limit was not always enough;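 also: cells stimulated with the agonist NPW; 0% = agonist with vehicle and 100% = vehicle without agonist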
# Target sequence (P48145 whole entry, looked up): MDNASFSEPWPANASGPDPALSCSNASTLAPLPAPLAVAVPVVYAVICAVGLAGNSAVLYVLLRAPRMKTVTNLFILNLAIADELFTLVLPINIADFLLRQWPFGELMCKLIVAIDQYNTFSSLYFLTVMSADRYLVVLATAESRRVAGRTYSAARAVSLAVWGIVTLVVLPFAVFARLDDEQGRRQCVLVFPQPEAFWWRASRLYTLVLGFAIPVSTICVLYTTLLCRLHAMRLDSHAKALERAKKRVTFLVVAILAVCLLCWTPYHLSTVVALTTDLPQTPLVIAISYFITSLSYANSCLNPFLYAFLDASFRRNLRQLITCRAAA
# GalR3 antag: GalR3 antagonists in HEK293 cells, primary screen, cell-based, fluorescence readout; inhibition, % at 3 µM; HEK293 GalR3-CNG cAMP membrane potential fluorescence; galR3 body fused to GalR1 C-terminus; actives 0.44% (n = 360,000); Galanin receptor type 3 (Homo sapiens), O60755;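 active = inhibition above the screen-wide average plus 3 SD, cut at about 13% in these data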;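 also: forskolin and galanin both at EC90 stimulate the cells; cAMP rise reported by CNG channel membrane potential dye signal; 0% = forskolin plus galanin with DMSO and 100% = forskolin alone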
# Target sequence (O60755 1-299 limits assumed): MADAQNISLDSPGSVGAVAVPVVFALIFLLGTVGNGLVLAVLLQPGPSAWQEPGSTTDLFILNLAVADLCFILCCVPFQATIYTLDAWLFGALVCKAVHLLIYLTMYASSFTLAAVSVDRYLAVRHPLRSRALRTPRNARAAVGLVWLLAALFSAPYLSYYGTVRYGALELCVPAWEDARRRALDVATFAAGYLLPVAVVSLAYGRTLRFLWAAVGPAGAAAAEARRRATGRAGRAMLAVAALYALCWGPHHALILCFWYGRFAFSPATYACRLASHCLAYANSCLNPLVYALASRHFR
# MEKK2 WT-MEK5: modulators of MEK5 binding to wildtype MEKK2, primary screen, biochemical, multiplex bead flow cytometry, Alexa488-MEK5 | Alexa488-MEK5 binding to MEKK2 WT; actives lie on both sides | Mitogen-activated protein kinase kinase kinase 2 (Homo sapiens), Q9Y2U5 | binding response (% of control), % at 10 µM | actives 1.1% (n = 290,000); in the data active = binding response below about 67% or above about 130%
# OXTR potentiate: human OXTR potentiators, primary screen, fluorescence, CHO-OTR cells, Fluo-8 calcium | Fluo-8 calcium fluorescence, potentiator mode; 0% = oxytocin EC15, 100% = EC100 | activation, % at 3 µM | actives 0.061% (n = 320,000) | AID 2445, 2010;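 active = activation above that plate's cutoff, the mean activation of tested compounds plus 3 SD, cut at about 6.6% in these data, passing the limit was not always enough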;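 also: 100% uses oxytocin at 75 nM as the full agonist control; some results filed as inactive read as strong as hits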
#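 test system = CHO-OTR cells, human receptor | compound = single-point 3.0 µM | schedule = 6 min compound pre-incubation at room temperature, 100 s kinetic read | signal = Fluo-8 no-wash calcium dye fluorescence, excitation 470-495 nm, emission 515-575 nm | repeats = single well per compound, singlicate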
# OXTR agonist: human OXTR agonists, primary screen, fluorescence, CHO-OTR cells, Fluo-8 calcium; Oxytocin receptor (Homo sapiens), P30559; Fluo-8 calcium fluorescence; normalized: DMSO 0%, oxytocin 100%; AID 2435, 2010; activation, % at 3 µM; actives 0.32% (n = 320,000);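 active = activation above the mean of all tested compounds plus 3 SD, cutoff set per screening run, cut at about 20% in these data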;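 also: peak over basal fluorescence ratio from a 100 s FLIPR kinetic read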
# PfM18AAP inh: PfM18AAP inhibitors, malaria aminopeptidase, primary screen, biochemical, QFRET, recombinant enzyme. inhibition, % at 7.35 µM. actives 1.2% (n = 290,000). M18 aspartyl aminopeptidase (Plasmodium falciparum 3D7). H-Glu-NHMec fluorogenic cleavage;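 active = inhibition above the campaign mean inhibition over all tested compounds plus 3 SD, cut at about 28% in these data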;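 also: 0% = plate median of test compound wells and 100% = 2 mM ZnCl2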
# V1R ag counter: agonists of human V1a receptor, primary screen, counter-screen for OXTR agonist project, fluorescence, CHO-V1R cells; Fluo-8 calcium fluorescence, agonist mode; 0% DMSO, 100% 3 nM vasopressin; actives 0.25% (n = 320,000); activation, % at 3 µM;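 active = activation above the mean activation of all tested compounds plus 3 SD, per screening run, cut at about 20% in these data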;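 also: signal is peak over basal fluorescence ratio across a 100 second FLIPR read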
# Target sequence (P37288 whole entry, looked up): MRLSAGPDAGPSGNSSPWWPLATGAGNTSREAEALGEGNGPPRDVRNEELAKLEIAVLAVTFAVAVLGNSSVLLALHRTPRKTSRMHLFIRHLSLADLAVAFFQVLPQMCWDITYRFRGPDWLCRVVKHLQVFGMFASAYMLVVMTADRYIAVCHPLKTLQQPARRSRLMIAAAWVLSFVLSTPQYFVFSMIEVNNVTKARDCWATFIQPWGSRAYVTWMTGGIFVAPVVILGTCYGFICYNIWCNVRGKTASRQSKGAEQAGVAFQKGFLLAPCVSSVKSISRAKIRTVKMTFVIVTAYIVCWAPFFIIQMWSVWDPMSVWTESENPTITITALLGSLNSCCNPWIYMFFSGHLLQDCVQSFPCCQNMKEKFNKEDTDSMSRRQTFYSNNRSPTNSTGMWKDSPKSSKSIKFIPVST
# MEKK2mut PB1 HTS: MEK5 binding signal on mutant MEKK2 PB1, primary screen, biochemical, multiplex bead flow cytometry, Alexa488-MEK5 | Alexa488-MEK5 binding to MEKK2 mutant | percent response, % at 10 µM | actives 0.35% (n = 290,000); in the data active = percent response above about 24%, passing the limit was not always enough; also: inactives centre near 1; some results filed as inactive read as strong as hits; reference of the scale not given here
# NALP1 yeast inh: NALP1 inflammasome inhibitors in reconstituted yeast, colorimetric, S. cerevisiae, triplicate retest. S. cerevisiae NALP1/ASC/caspase-1 growth, X-gal OD620, 72 h. inhibition, % at 10 µM. actives 0.61% (n = 280,000); in the data active = inhibition mostly above about 24%, no sharp cut-off; inactive = mostly below about 32%; also: some compounds called inactive have numbers as strong as hits
# Active calls of the source: *; x = not tested or not shown. Not a hit list (roughly 4.1% active in at least one column).
no.	structure	GPR7 antag	GalR3 antag	MEKK2 WT-MEK5	OXTR potentiate	OXTR agonist	PfM18AAP inh	V1R ag counter	MEKK2mut PB1 HTS	NALP1 yeast inh
1	COc1ccc(-n2cc(C(=O)Nc3cc([N+](=O)[O-])ccc3OC)c3ccccc3c2=O)cc1	9.2	-3.9	95.0	-1.9	-0.2	1.1	0.8	-2.0	26.3
2	O=C(COC(=O)c1ccccc1[N+](=O)[O-])NC(=O)c1ccccc1	x	2.5	x	-1.2	5.2	x	1.4	x	x
3	O=C(CNC(=O)c1ccc(Cl)cc1)NNC(=O)c1ccc(Br)cc1	x	-5.7	x	0.4	-0.7	x	-0.4	x	x
4	C[C@H](CO)N1C[C@H](C)[C@@H](CN(C)CC2CCCCC2)Oc2c(NS(=O)(=O)c3ccccc3)cccc2C1=O	x	-0.1	x	-5.4	-0.4	x	0.2	x	x
5	C=CCNc1nc(C(F)(F)F)nc2c1nnn2Cc1ccccc1Cl	-23.5	-11.6	107.0	-11.6	-0.8	-1.0	0.1	4.0	5.9
6	O=C1CCc2cc(S(=O)(=O)NCCC(=O)N3CCN(c4cccc(Cl)c4)CC3)ccc2N1	-6.8	-3.3	97.0	-7.7	0.6	4.2	3.1	-1.0	6.1
7	CC(C)NC(=O)N(C)C[C@H]1Oc2ccc(NC(=O)NC3CCCCC3)cc2C(=O)N([C@H](C)CO)C[C@@H]1C	x	-1.9	x	-5.7	0.1	x	-0.2	x	x
8	Cc1nn(-c2ccccc2)c(C)c1/C=N/NC(=O)c1ccc(F)cc1	x	2.2	x	2.8	0.4	x	1.1	x	x
9	O=C(Nc1nnc(CSCc2ccc(F)cc2)s1)c1cccc([N+](=O)[O-])c1	1.8	0.4	106.0	-10.0	7.9	1.0	12.7	20.0	21.1
10	CCOc1ccc(NC(=O)CSc2nnc(-c3ccco3)n2N)cc1	1.2	0.3	97.0	-4.3	-1.0	-0.9	0.6	2.0	-6.1
11	Cc1ccsc1/C=N/NC(=O)c1ccco1	-5.1	-1.0	99.0	2.0	-0.6	0.1	-0.8	-1.0	49.6
12	CCN(CC(=O)NC(=O)NCc1ccccc1)Cc1nc2ccccc2c(=O)[nH]1	-5.7	1.6	106.0	1.4	-0.2	1.4	-0.5	-1.0	-10.9
13	Cc1ccc(CN2C(=O)N/C(=C\c3ccc(N4CCOCC4)cc3)C2=O)cc1	0.3	-11.4	96.0	-8.4	0.0	-5.3	0.2	-3.0	27.1
14	Cc1ccc(C)c(OCc2cc(C(=O)N(C)Cc3nccs3)no2)c1	4.0	-6.8	107.0	-2.9	2.4	2.7	4.7	11.0	10.6
15	CN(c1nc2ccccc2n2c(-c3ccco3)nnc12)S(=O)(=O)c1ccccc1	-10.3	-0.5	97.0	-4.6	-0.2	5.0	-0.7	-3.0	1.0
16	O=C(CCCN1C(=O)/C(=C\c2cccc(Br)c2)SC1=S)Nc1cccnc1	-1.9	-1.4	99.0	-17.2	1.5	-5.0	2.8	-3.0	-11.0
17	CN(C)S(=O)(=O)c1cc(NC(=O)CSc2ncc(C(F)(F)F)cc2Cl)ccc1Cl	-10.7	5.9	107.0	-12.1	2.3	-11.0	5.6	1.0	30.0
18	Cc1ccc(S(=O)(=O)N(C)C)cc1NC(=O)c1cc(=O)[nH]c2ccccc12	-11.3	5.3	102.0	-3.3	-0.7	-1.1	0.5	5.0	10.9
19	CCCOc1ccc(N2C(=O)CC(N3CCN(c4ccc([N+](=O)[O-])cc4)CC3)C2=O)cc1 (configuration not stated)	-3.6	-12.2	111.0	-6.5	7.4	-0.9	6.9	8.0	13.3
20	O=C(COc1ccc(S(=O)(=O)NC2CCCC2)cc1)N1CCCCCC1	3.0	-2.9	98.0	-6.3	-0.3	-2.3	0.1	-7.0	-7.6
21	Cc1cccc(NC(=O)Cn2nnc(C(=O)NCc3ccco3)c2N)c1	-16.0	3.0	105.0	-10.3	0.3	0.0	0.0	-1.0	-5.3
22	Cn1c(=O)c2c(O)c(Cc3ccccc3)c(=O)[nH]c2n(C)c1=O	-9.9	1.6	89.0	-1.1	-2.8	0.2	-0.8	0.0	21.0
23	O=C(N/C(=C/c1ccco1)C(=O)N1CCCCCC1)c1cccs1	1.4	-3.5	101.0	-1.2	-1.2	3.6	-0.7	7.0	1.3
24	Cc1cccc(NC(=O)C2C(c3ccccc3)C2(Cl)Cl)c1 (configuration not stated)	-17.7	11.4	96.0	-29.6	-0.6	8.6	-0.8	-7.0	8.6
25	CCOc1cc(/C=C2\N=C(C)OC2=O)cc(Br)c1OCC(=O)OC	-20.4	-4.0	102.0	-2.6	0.5	2.2	0.1	0.0	22.1
26	CCOC(=O)c1c(C)[nH]c(C(=O)COC(=O)CNC(=O)c2ccccc2Cl)c1C	1.6	2.0	102.0	-4.5	2.8	1.1	6.0	6.0	x
27	COC(=O)[C@@H]1OC(=O)[C@H]2O[C@@]23[C@@]1(C)CC[C@@H]1[C@@]2(C)C=CC(=O)OC(C)(C)[C@@H]2CC(=O)[C@]13C	x	-4.1	x	-1.9	2.4	x	1.1	x	x
28	O=C(Cn1cc(S(=O)(=O)Cc2ccccc2F)c2ccccc21)N1CCOCC1	-19.2	-1.7	106.0	-7.0	0.7	2.2	0.3	9.0	-4.8
29	Cc1ccc(S(=O)(=O)N(C)C)cc1NC(=O)C(C)N(C)Cc1sccc1C (configuration not stated)	15.4	-3.7	107.0	-22.3	3.1	-5.2	3.7	6.0	10.3
30	Cc1ccc2[nH]cc(CCCN3C(=O)c4ccccc4C3=O)c2c1	-7.3	-6.0	109.0	0.9	-0.8	3.2	-0.1	10.0	30.2
31	CCCCc1cc(=O)oc2c(C)c(OCc3nn[nH]n3)ccc12	-9.8	2.5	100.0	-4.6	-1.2	4.7	-2.1	0.0	14.4
32	COc1ccc(CNc2ncnc3sccc23)cc1	2.2	-10.2	93.0	-11.3	7.5	-10.9	7.7	-5.0	12.2
33	COc1ccc(N2CCN(CC(=O)Nc3ccc(C)cc3)CC2)cc1	-0.1	-5.7	98.0	-6.8	-1.0	1.0	0.1	-3.0	14.5
34	Cc1ccc(-n2[nH]c(C)c(/C=C3/C=Nc4ccccc43)c2=O)cc1C	4.2	3.1	101.0	-15.7	0.9	-1.4	-0.1	13.0	8.4
35	CCCC1C(=O)N2C(N(C)C)=Nc3ccc(C)cc3N2C1=O (configuration not stated)	x	-4.0	x	2.9	-0.4	x	-0.1	x	x
36	CCCCC(=O)Nc1ccc(NC(=O)c2ccc3c(c2)OCO3)cc1OC	-7.0	-3.6	99.0	3.0	0.2	-5.5	0.5	0.0	5.8
37	Nc1nnc(SCC(=O)Nc2ccc3c(c2)OCCO3)s1	23.0	-2.7	99.0	7.5	0.5	6.1	-0.8	-4.0	4.6
38	CCCCC(c1nnnn1Cc1ccco1)N1CCN(c2nc3ccccc3s2)CC1 (configuration not stated)	11.1	-0.6	103.0	-2.4	-1.3	-10.2	1.6	2.0	8.2
39	COc1ccc(CC(=O)Nc2ccc(N3CCOCC3)cc2)cc1S(=O)(=O)N1CCOCC1	-9.1	-6.5	93.0	-1.1	0.0	2.0	-0.7	-3.0	x
40	CCCCCC(=O)Nc1ccc(S(=O)(=O)Nc2ccc(Cl)nn2)cc1	-4.0	-0.9	119.0	-8.5	-0.6	-12.2	0.0	17.0	10.8
41	O=C(c1cc2ccccc2oc1=O)N1CCOCC1	-8.2	-7.0	99.0	-1.6	0.1	-0.7	0.3	-5.0	x
42	Cc1ccccc1OCC1Cn2c(nc3c2c(=O)n(C)c(=O)n3C)O1 (configuration not stated)	-13.9	-11.2	106.0	-1.7	2.5	2.0	13.9	4.0	-1.8
43	CCOc1ccc2[nH]cc(S(=O)(=O)c3ccc(C)cc3)c(=O)c2c1	-18.2	4.0	98.0	-7.9	-0.8	-5.3	-0.1	8.0	-20.6
44	O=C(COC(=O)c1cc(Cl)ccc1O)c1ccc2c(c1)OCO2	x	-5.9	x	-2.8	-0.6	x	0.1	x	x
45	O=C(CNC(=O)c1ccc(-c2ccccc2)cc1)Nc1ccc(S(=O)(=O)Nc2ncccn2)cc1	-10.0	7.6	79.0	-1.0	0.2	-8.3	0.2	-26.0	15.2
46	CCc1nn(CC(=O)NCCCN(C)C2CCCCC2)c(=O)c2cc3occc3n12	-5.8	x	101.0	-5.4	0.2	9.1	-0.6	1.0	5.0
47	COc1ccc(N(CC(=O)Nc2nc3ccc(C)cc3s2)S(=O)(=O)c2c(C)nn(C)c2C)cc1	3.9	x	103.0	-5.2	14.7	-8.2	11.0	9.0	5.2
48	CCOCCc1c(O)nc(SCCOc2ccc(C)c(C)c2)[nH]c1=O	-2.3	-3.0	90.0	-8.8	1.1	-3.5	0.2	-14.0	12.6
49	Cc1ccc(OCc2cc(C(=O)N(C)CC3CCOCC3)no2)cc1C	-14.1	-3.9	109.0	-6.2	3.0	-0.6	3.1	9.0	20.6
50	Cc1ccccc1N1C(N)=NC(N)=NC1(C)C	-11.5	-1.8	104.0	-4.1	0.0	1.9	1.2	5.0	15.4

# Going on with the list:
no.	structure	GPR7 antag	GalR3 antag	MEKK2 WT-MEK5	OXTR potentiate	OXTR agonist	PfM18AAP inh	V1R ag counter	MEKK2mut PB1 HTS	NALP1 yeast inh
51	COc1cc(C(=O)OCC(C)=O)ccc1OCc1c(C)noc1C	1.9	-3.6	102.0	x	x	7.7	x	-1.0	0.1
52	O=C(Cn1nnc(-c2ccccc2NC(=O)c2ccco2)n1)NC1CCCCC1	-11.3	-0.1	92.0	-1.0	-0.6	0.4	0.3	-2.0	6.7
53	CCOc1ccc(-c2nnc(NC(=O)Cc3ccc(OC)cc3)o2)cc1	4.7	-5.0	101.0	-5.8	-1.8	-5.4	-0.8	-4.0	-1.8
54	COc1ccccc1NC(=O)CCN1C(=O)/C(=C\c2cc(OC)c(OC)c(OC)c2)SC1=S	-15.6	1.5	84.0	3.3	2.1	-4.1	-0.2	-2.0	1.4
55	CCCc1nnc(NC(=O)COC(=O)c2cc(C)nc3ccccc23)s1	-10.5	0.3	104.0	-1.4	2.1	2.3	2.4	10.0	-6.7
56	O=C(CCn1nc(-c2ccc(F)cc2)ccc1=O)NCc1ccccc1	-2.4	-4.6	100.0	5.6	-2.4	5.6	-0.5	4.0	-3.6

# Two consecutive entries already listed, for reference:
no.	structure	GPR7 antag	GalR3 antag	MEKK2 WT-MEK5	OXTR potentiate	OXTR agonist	PfM18AAP inh	V1R ag counter	MEKK2mut PB1 HTS	NALP1 yeast inh
55	CCCc1nnc(NC(=O)COC(=O)c2cc(C)nc3ccccc23)s1	-10.5	0.3	104.0	-1.4	2.1	2.3	2.4	10.0	-6.7
56	O=C(CCn1nc(-c2ccc(F)cc2)ccc1=O)NCc1ccccc1	-2.4	-4.6	100.0	5.6	-2.4	5.6	-0.5	4.0	-3.6
